PMI act: activators of human PMI, primary screen, biochemical, fluorescence intensity, near-Km mannose 6-phosphate; Mannose-6-phosphate isomerase (Homo sapiens), P34949; purified human PMI, coupled resazurin fluorescence, 20 min; stronger effect = higher value; 1 = vehicle control, 0 substrate-free wells; activation factor at 20 µM; 190,000 tested, 0.005% active; AID 1214, 2008;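 active = activation factor of 2 or more at 20 µM, relative to plate controls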
Target sequence (P34949 whole entry, looked up): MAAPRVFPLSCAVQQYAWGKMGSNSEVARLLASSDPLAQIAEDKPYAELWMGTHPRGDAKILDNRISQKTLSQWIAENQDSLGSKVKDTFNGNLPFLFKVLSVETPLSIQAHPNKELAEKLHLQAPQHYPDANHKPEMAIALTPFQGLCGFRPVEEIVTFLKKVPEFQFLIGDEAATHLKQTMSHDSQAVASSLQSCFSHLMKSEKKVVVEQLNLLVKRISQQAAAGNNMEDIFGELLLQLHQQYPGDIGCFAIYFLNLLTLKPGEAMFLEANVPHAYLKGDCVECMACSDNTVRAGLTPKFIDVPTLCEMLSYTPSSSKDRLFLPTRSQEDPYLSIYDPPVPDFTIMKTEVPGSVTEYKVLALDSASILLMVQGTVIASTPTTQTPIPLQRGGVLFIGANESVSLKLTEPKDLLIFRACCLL
bIAP activator: bovine intestinal alkaline phosphatase activators, primary screen, biochemical, bovine IAP, CDP-star luminescence. alkaline phosphatase, intestinal [Bos taurus]. purified bovine IAP, 30 min; stronger effect = higher value; fold of DMSO-control signal, blank-subtracted. activation factor at 20 µM. 200,000 tested, 0.17% active;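 active = activation factor of 2 or more at 20 µM, a signal rise over negative controls twice the positive control's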
TNAP inh no acc: human TNAP enzyme inhibitors, primary screen, biochemical, luminescent, no phosphate acceptor, uHTS. Alkaline phosphatase, tissue-nonspecific isozyme (Homo sapiens), P05186. purified TNAP, CDP-star luminescence, 30 min. inhibition, % at 20 µM. 200,000 tested, 0.26% active. AID 1012, 2008;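 active = tissue-nonspecific alkaline phosphatase inhibition above about 50% at 20 µM in the single-dose screen, limit read from the data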;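 note: 0% = DMSO negative control and 100% = EDTA positive control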
Target sequence (P05186 whole entry, looked up): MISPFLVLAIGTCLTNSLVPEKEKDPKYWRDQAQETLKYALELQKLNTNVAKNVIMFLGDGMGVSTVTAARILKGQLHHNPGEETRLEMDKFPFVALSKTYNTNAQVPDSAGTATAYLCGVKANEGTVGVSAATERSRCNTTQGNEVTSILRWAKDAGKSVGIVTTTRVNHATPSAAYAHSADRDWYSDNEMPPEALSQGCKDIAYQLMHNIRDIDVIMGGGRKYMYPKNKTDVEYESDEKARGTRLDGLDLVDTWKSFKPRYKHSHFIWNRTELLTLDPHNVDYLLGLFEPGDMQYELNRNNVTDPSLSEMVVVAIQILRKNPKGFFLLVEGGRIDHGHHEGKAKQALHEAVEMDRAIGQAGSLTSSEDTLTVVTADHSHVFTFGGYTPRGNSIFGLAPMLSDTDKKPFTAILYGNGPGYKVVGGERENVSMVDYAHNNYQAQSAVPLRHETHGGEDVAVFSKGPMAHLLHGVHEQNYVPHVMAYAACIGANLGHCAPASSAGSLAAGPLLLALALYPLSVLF
TNAP inh hiacc: human TNAP enzyme inhibitors, primary screen, biochemical, luminescent, high phosphate acceptor level, uHTS; inhibition, % at 20 µM; purified TNAP, CDP-star luminescence, 1 M DEA; Alkaline phosphatase, tissue-nonspecific isozyme (Homo sapiens), P05186; 200,000 tested, 0.03% active;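 active = over 50% inhibition of tissue-nonspecific alkaline phosphatase at 20 µM in the single-dose screen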;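 note: plate controls were DMSO wells for no effect and EDTA-quenched wells as full inhibition for full effect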
Diaph act CS: compounds boosting diaphorase resazurin reduction – biochemical, uHTS, resorufin fluorescence, counter-screen for diaphorase-coupled primary assays, primary screen; Diaphorase/resazurin coupled assay, 16 min; stronger effect = higher value; 1 = vehicle wells, 0 = NADH-free wells; activation factor at 20 µM; 190,000 tested, 0.005% active; AID 1229, 2008;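 active = diaphorase activity raised at least twofold by the compound at 20 µM; inactive = activation factor below 2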
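test system = bacterial diaphorase enzyme (C. kluyveri) | quantity = enzyme 0.07 U/mL final | reagent = NADH substrate 0.114 mM plus resazurin dye 0.1 mM, final | incubation = 16 min enzyme reaction, ambient temperature | buffer or medium = HEPES pH 7.4 buffer with MgCl2 and Tween 20 | signal = fluorescence of resorufin, 544 nm excitation, 590 nm emission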
bIAP inhibitor: bovine intestinal alkaline phosphatase inhibitors, primary screen, selectivity assay for TNAP inhibitor project, biochemical, bovine IAP, CDP-star luminescence | alkaline phosphatase, intestinal [Bos taurus] | purified bovine IAP, 30 min | inhibition, % at 20 µM | 190,000 tested, under 10 active | AID 1019, 2008;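 active = over 50% inhibition of intestinal alkaline phosphatase at 20 µM in the single-dose screen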
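Assay system – bovine IAP enzyme · Quantity – bovine IAP at 1/65,000,000 final dilution · Detection – CDP-star luminescence signal · Times – 30 min reaction at room temperature · Also added – CDP-star substrate at 30 µM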
Lmaj promast: Leishmania major promastigote growth inhibition, primary screen | Leishmania major promastigotes, resazurin fluorescence viability | inhibition, % at 10 µM | 200,000 tested, 9% active; in the data active = inhibition above about 50%;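 note: promastigotes grown with compound for 44 hours at 28 °C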
TNAP act hi DEA: TNAP activators at high phosphate acceptor level, primary screen, biochemical, luminescence, uHTS | Alkaline phosphatase, tissue-nonspecific isozyme (Homo sapiens), P05186 | purified TNAP, CDP-star luminescence, 1 M DEA, 30 min; stronger effect = higher value; 0 = EDTA background, 1 = DMSO-only activity | activation factor at 20 µM | 200,000 tested, under 10 active | AID 1136, 2008;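 active = activation factor at least 2 at 20 µM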
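Assay system: human TNAP; Input: enzyme diluted 1/800 final; Reagent: CDP-star luminogenic substrate at 100 µM final; Timing: 30 min, room temperature; Signal: luminescence; Evaluation: TNAP activation factor scaled between EDTA and DMSO control wells.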
PMI act hi M6P: human PMI activators, high substrate, primary screen, biochemical, fluorescence intensity, near-saturating mannose 6-phosphate. AID 1216, 2008. 190,000 tested, 0.34% active. Mannose-6-phosphate isomerase (Homo sapiens), P34949. coupled PMI enzyme assay, resazurin fluorescence, 20 min; stronger effect = higher value; 1 = untreated enzyme, 0 = substrate-free blank. activation factor at 20 µM;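 active = activation factor of 2 or more at 20 µM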
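Test system: human PMI in coupled enzyme assay; Input: PMI at 15 ng/mL final; Medium: HEPES buffer, pH 7.4; Schedule: 20 min incubation at room temperature; Technique: resorufin fluorescence at Ex 544/Em 590 nm; Compound: 20 µM single dose; Probe or stimulus: Near-saturating mannose-6-phosphate, 1.0 mM.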
Diaph inh CS: diaphorase inhibitors and chemical oxidizers, primary screen, counter-screen for diaphorase-coupled primary assays, biochemical, uHTS, resorufin fluorescence; inhibition, % at 20 µM; diaphorase resazurin-to-resorufin fluorescence, NADH, 16 min; bacterial (C. kluyveri) enzyme, not human; 190,000 tested, 0.69% active;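 active = primary screen inhibition at 20 µM above a set limit, cut at about 50% in these data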;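 note: plate controls were DMSO with full reaction for no effect and wells lacking NADH for full effect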
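System: Bacterial diaphorase enzyme (C. kluyveri) | Incubation: 16-min room-temperature incubation before reading | Benchmarks: No-NADH positive control and DMSO neutral control | Measured by: Resorufin fluorescence 544/590 nm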
* = called active by the depositor; nt = no result given.

Preview:
SMILES | PMI act | bIAP activator | TNAP inh no acc | TNAP inh hiacc | Diaph act CS | bIAP inhibitor | Lmaj promast | TNAP act hi DEA | PMI act hi M6P | Diaph inh CS
CN1CCN(C(=O)CSc2cc(=O)n(C)c3ccccc23)CC1 | 1 | 1.2 | -2 | 0 | 1 | -25 | 11 | 1 | 0.9 | -1
COc1ccc(Cl)c(Cn2c(NCCCN(C)C)nc3c2c(=O)n(C)c(=O)n3C)c1 | 0.9 | 1.1 | 2 | -1 | 1 | -10 | 100* | 1 | 1 | 1

The listing, from the start:
SMILES | PMI act | bIAP activator | TNAP inh no acc | TNAP inh hiacc | Diaph act CS | bIAP inhibitor | Lmaj promast | TNAP act hi DEA | PMI act hi M6P | Diaph inh CS
CN1CCN(C(=O)CSc2cc(=O)n(C)c3ccccc23)CC1 | 1 | 1.2 | -2 | 0 | 1 | -25 | 11 | 1 | 0.9 | -1
COc1ccc(Cl)c(Cn2c(NCCCN(C)C)nc3c2c(=O)n(C)c(=O)n3C)c1 | 0.9 | 1.1 | 2 | -1 | 1 | -10 | 100* | 1 | 1 | 1
CC(C)(C)NC(=O)C1CCN(c2ccc(S(=O)(=O)N3CCOCC3)cc2Cl)CC1 | 1 | 1 | -10 | -8 | 0.6 | 0 | 11 | 1.1 | 1 | 39
O=C(CS(=O)(=O)c1ccccc1)Nc1ccc(Br)cn1 | 1 | 1.1 | -1 | 2 | 0.9 | -6 | -1 | 1 | 0.9 | 9
O=C(OCC(=O)N1CCN(C(=O)c2ccco2)CC1)c1ccccc1Cc1ccccc1 | 1 | 1 | -9 | -3 | 0.9 | 2 | 3 | 1 | 1 | 13
COc1cccc(Nc2nnc(SCN3C(=O)c4ccccc4C3=O)s2)c1 | 0.9 | 0.9 | -1 | 4 | 1 | 8 | 1 | 1 | 1 | 3
COc1cc(C2C(C#N)=C(N)Oc3c2ccc2ccccc32)ccc1OCC(=O)Nc1cccc(C)c1 (stereo unspecified) | 0.7 | 0.9 | -12 | 0 | 0.8 | 7 | 76* | 1 | 0.5 | 24
CC(COc1cccc2ccccc12)CN1CCN(C)CC1 (stereo unspecified) | 0.9 | 1 | -19 | -10 | 0.8 | -2 | 83* | 1.1 | 0.8 | 19
O=C(Nc1cccc(-c2cn3ccccc3n2)c1)c1ccccc1 | 1.1 | 0.9 | -7 | -4 | 0.9 | 14 | 9 | 1 | 1 | 10
COC(=O)c1[nH]c2ccc(C)cc2c1NC(=O)C1=COCCO1 | 0.9 | 0.9 | -5 | -3 | 0.9 | 11 | 1 | 1 | 0.9 | 13
CCS(=O)(=O)N1CCC(C(=O)NCCCOC)CC1 | 1 | 0.9 | -8 | -6 | 1.1 | 7 | -6 | 1.1 | 1 | -7
CCN(CC)S(=O)(=O)c1cccc(-c2nnc(SCCCC(=O)c3ccccc3)o2)c1 | 0.9 | 1.1 | -3 | 2 | 0.8 | -5 | 11 | 1 | 0.9 | 16
CC(C)(C)c1ccc(S(=O)(=O)N(CCCN2CCOCC2)Cc2cccs2)cc1 | 1 | 1.1 | -5 | -1 | 0.9 | -7 | 95* | 1 | 1.1 | 13
Cc1nnc(SCc2ccc(F)cc2)s1 | 0.9 | 0.9 | -7 | -3 | 0.9 | 6 | -2 | 1 | 1 | 8
Cc1cccc(N2CCN(C(=O)C3CCN(S(=O)(=O)N4CCOCC4)CC3)CC2C)c1 (stereo unspecified) | 1 | 1 | -4 | 0 | 1 | 2 | 19 | 1 | 1 | 3
CC(=O)c1ccc(NC(=S)N(C)C2CCN(C)CC2)cc1 | 1.1 | 0.9 | -13 | -4 | 1 | 6 | 32 | 1 | 1.1 | 4
Cc1cc(C(=O)N2CCN(c3ccccc3)CC2)no1 | 1 | 0.9 | -11 | -4 | 0.8 | 11 | -6 | 1 | 1 | 15
CCOC(=O)c1c(C)[nH]c(C)c1C(=O)CSc1nc2ccccc2c(=O)n1-c1ccc(Cl)cc1 | 0.9 | 1 | -5 | -3 | 0.8 | -4 | 11 | 1 | 0.9 | 23
Cc1ccccc1C(=O)NC(=S)Nc1ccc(Cc2ccncc2)cc1 | 0.9 | 1.2 | 7 | 0 | 1 | -22 | 53* | 1 | 1 | -2
Cc1cc(C)c2nc(NNC(=O)c3ccc(S(=O)(=O)N4CCCC(C)C4)cc3)sc2c1 (stereo unspecified) | 1.1 | 0.9 | -12 | -2 | 0.9 | 12 | 98* | 1 | 1.1 | 13
Cc1ccc2[nH]c3c(=O)n(CCc4cnc[nH]4)cnc3c2c1 | 1 | 1.2 | -14 | -2 | 1 | -16 | 12 | 1 | 1.1 | -1
COCc1nnc(NC(=O)c2ccc(NC(=O)C(C)C)cc2)s1 | 1.1 | 0.9 | -4 | -2 | 1 | 5 | -6 | 1 | 1.1 | -1
Cc1ccccc1-c1nc(CS(=O)(=O)CC(=O)NCCN2CCOCC2)c(C)o1 | 1 | 1 | -6 | -2 | 0.9 | 3 | -3 | 1 | 1 | 12
COc1ccccc1/C=C/C=N/NC(=O)c1ccc(=O)n(C)c1 | 0.8 | 1.1 | 0 | -3 | 0.8 | -12 | 33 | 1 | 0.9 | 17
COc1c2ccoc2c(OC[C@@H](O)C(C)(C)O)c2oc(=O)ccc12 | 0.9 | 0.9 | -9 | -3 | 0.8 | 10 | -1 | 1 | 0.8 | 20
O=c1[nH]nc(Cc2ccc(Cl)cc2)c2ccccc12 | 1 | 1 | -5 | -1 | 0.9 | -2 | -2 | 1 | 0.9 | 6
COc1ccc(C(CC(=O)O)NC(=O)Cc2ccccc2)cc1 (stereo unspecified) | 0.9 | 0.9 | -12 | -6 | 0.8 | 12 | -7 | 1.1 | 0.9 | 22
COc1ccc(OC)c(CNc2ccc(F)c(Cl)c2)c1 | 1 | 0.4 | -4 | -7 | 0.7 | nt | 1 | 1.1 | 1 | 26
Fc1cccc(Cl)c1CSc1ccc2nnc(-c3ccccn3)n2n1 | 1 | 1.1 | -4 | -5 | 0.7 | -5 | 3 | 1 | 1 | 35
O=C(c1cc(-c2cccs2)on1)N1CCc2ccccc2C1 | 1 | 0.9 | -8 | -5 | 0.8 | 9 | -8 | 1.1 | 1 | 16

One compound at a time, as listed above. Order of values: PMI act | bIAP activator | TNAP inh no acc | TNAP inh hiacc | Diaph act CS | bIAP inhibitor | Lmaj promast | TNAP act hi DEA | PMI act hi M6P | Diaph inh CS
Listed for Fc1cccc(Cl)c1CSc1ccc2nnc(-c3ccccn3)n2n1 : 1 | 1.1 | -4 | -5 | 0.7 | -5 | 3 | 1 | 1 | 35
Listed for COc1c2ccoc2c(OC[C@@H](O)C(C)(C)O)c2oc(=O)ccc12 : 0.9 | 0.9 | -9 | -3 | 0.8 | 10 | -1 | 1 | 0.8 | 20
Listed for O=C(c1cc(-c2cccs2)on1)N1CCc2ccccc2C1 : 1 | 0.9 | -8 | -5 | 0.8 | 9 | -8 | 1.1 | 1 | 16
Listed for COCc1nnc(NC(=O)c2ccc(NC(=O)C(C)C)cc2)s1 : 1.1 | 0.9 | -4 | -2 | 1 | 5 | -6 | 1 | 1.1 | -1
Listed for COc1ccc(C(CC(=O)O)NC(=O)Cc2ccccc2)cc1 (stereo unspecified) : 0.9 | 0.9 | -12 | -6 | 0.8 | 12 | -7 | 1.1 | 0.9 | 22

Further compounds:
SMILES | PMI act | bIAP activator | TNAP inh no acc | TNAP inh hiacc | Diaph act CS | bIAP inhibitor | Lmaj promast | TNAP act hi DEA | PMI act hi M6P | Diaph inh CS
COc1ccc(C2Nc3ccccc3C(=O)N2c2ccccc2)cc1COc1ccccn1 (stereo unspecified) | 0.9 | 0.9 | -6 | 0 | 1 | 5 | -5 | 1 | 0.9 | 3
O=C(CCc1ccc(S(=O)(=O)N2CCOCC2)cc1)Nc1ccc(N2CCOCC2)cc1 | 1 | 1 | -10 | -2 | 1 | 0 | -2 | 1 | 1 | 4
CCOC(=O)/C=C(\C)Nc1cc(C)nn1-c1ccccc1 | 1 | 1 | -13 | -8 | 1 | 0 | -7 | 1.1 | 1 | 2
O=C(Nc1ccc(Cn2cccn2)cc1)c1ccc(COc2ccccc2Br)cc1 | 0.9 | 0.8 | -7 | -8 | 0.8 | 17 | 2 | 1.1 | 0.9 | 24
O=C(NCc1ccco1)C1CC(=O)N(c2ccc(F)cc2)C1 (stereo unspecified) | 0.9 | 1 | -10 | -3 | 0.8 | 5 | -8 | 1 | 0.9 | 17
CCn1c(SCc2cccc(F)c2)nnc1-c1cccnc1 | 0.9 | 0.9 | -8 | -4 | 0.8 | 15 | 8 | 1 | 0.9 | 25
Cc1c(Cc2ccccc2)c(=O)oc2cc(OCc3nn[nH]n3)ccc12 | 1.1 | 1 | -11 | -2 | 0.9 | -2 | -9 | 1 | 0.9 | 6
CCOc1ccc(N(CC(=O)NCCc2ccc(Cl)cc2)S(=O)(=O)c2c(C)[nH]c(=O)[nH]c2=O)cc1 | 1 | 0.9 | -8 | -5 | 0.8 | 9 | -2 | 1.1 | 1 | 16
OCc1cc(-c2ccc(Cl)c(Cl)c2)on1 | 0.9 | 1 | -4 | -2 | 1 | 1 | -2 | 1 | 0.9 | 3
CC(C)CNC(=O)CSc1nc(-c2cccs2)cc(C(F)(F)F)n1 | 1 | 0.8 | -7 | -2 | 0.9 | 22 | 22 | 1 | 1 | 6
COc1ccc(Cc2nnc(NC(=O)c3cc(OC)c(OC)c(OC)c3)s2)cc1OC | 0.9 | 1 | -5 | 0 | 0.9 | 3 | -3 | 1 | 1 | 7
COc1ccccc1/C=N/n1c(C)nnc1-n1nc(C)cc1C | 1 | 0.9 | -15 | -5 | 1 | 10 | -3 | 1 | 1 | 5

Screening data deposited in PubChem by several laboratories.
